Screening results deposited in PubChem BioAssay by several laboratories.
ZTA DNA inh: counter-screen for EBNA-1 inhibitors: inhibitors of Epstein-Barr virus ZTA. P03206. ZTA-DNA binding, fluorescence polarization. inhibition, % at 11 µM. hit rate 0.15% among 320,000; in the data active = inhibition above about 33%
Target sequence (P03206 whole entry, looked up): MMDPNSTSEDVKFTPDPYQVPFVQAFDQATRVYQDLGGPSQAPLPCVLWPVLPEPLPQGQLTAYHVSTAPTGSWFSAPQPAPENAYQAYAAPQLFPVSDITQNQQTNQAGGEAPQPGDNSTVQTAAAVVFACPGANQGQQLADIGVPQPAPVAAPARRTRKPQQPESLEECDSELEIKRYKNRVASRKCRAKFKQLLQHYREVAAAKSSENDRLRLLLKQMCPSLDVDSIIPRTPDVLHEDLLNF
PP5 primary: blocks human protein phosphatase 5 activity; P53041; purified PP5c, OMFP substrate fluorescence; inhibition, % at 6.7 µM; hit rate 0.18% among 320,000;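 active = inhibition above the campaign's mean inhibition across all tested compounds plus 3 SD, cut at about 9.5% in these data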;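 also: 0% = DMSO only and 100% = 100 µM cantharidin control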
Target sequence (P53041 whole entry, looked up): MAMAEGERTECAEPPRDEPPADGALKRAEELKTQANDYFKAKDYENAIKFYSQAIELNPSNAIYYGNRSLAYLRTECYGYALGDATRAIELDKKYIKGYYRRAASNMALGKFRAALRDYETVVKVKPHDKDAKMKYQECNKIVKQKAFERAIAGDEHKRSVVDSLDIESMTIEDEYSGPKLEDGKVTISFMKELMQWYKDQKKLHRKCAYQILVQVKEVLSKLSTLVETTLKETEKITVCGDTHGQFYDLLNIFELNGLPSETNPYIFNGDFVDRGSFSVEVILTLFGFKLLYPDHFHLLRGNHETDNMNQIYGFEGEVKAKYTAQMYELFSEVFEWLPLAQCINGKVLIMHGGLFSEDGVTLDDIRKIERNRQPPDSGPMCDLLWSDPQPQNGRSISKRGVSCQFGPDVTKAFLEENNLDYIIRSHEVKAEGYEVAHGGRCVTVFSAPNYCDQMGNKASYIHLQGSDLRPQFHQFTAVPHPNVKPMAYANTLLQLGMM
HCV core dimer: blocks dimerization of HCV core protein; TR-FRET GST/Flag-core106 dimerization, 1536-well; inhibition, % at 5 µM; hit rate 0.33% among 300,000;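 active = inhibition above the mean of all tested compounds plus 3 SD, set per screening campaign, cut at about 45% in these data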
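Assay system: GST-tagged and Flag-tagged HCV core protein residues 1-106 / Times: compound-protein-antibody incubation 4 h at 22.5 °C / Signal: time-resolved FRET, ex 340 nm, em 617 and 671 nm / Evaluation: % inhibition based on acceptor/donor emission ratio / Benchmarks: wells lacking GST-core106 and wells with excess unlabelled core106 / Repeats: singlicate, one well per compound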
Efflux pump mplx: blocks antifungal efflux pumps in multiplex yeast assay; S. cerevisiae Candida pump triplex, Nile Red efflux; inhibition, % at 10 µM; hit rate 0.44% among 330,000; AID 485275;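 active = plate passing quality check with inhibition over a set limit, or well fluorescence over plate mean plus 4 SD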;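 also: Nile Red retained in pooled yeast measured as flow cytometry median fluorescence; 0% = buffer negative control and 100% = Enniatin B positive control; higher means more Nile Red kept so more efflux inhibition; some compounds called inactive have numbers as strong as hits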
PP1 counter: PP1-alpha (human) inhibition in PP5 counter-screen. P62136. purified PP1alpha, OMFP fluorescence. inhibition, % at 6.7 µM. hit rate 0.9% among 320,000. AID 2235;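 active = inhibition above the mean inhibition of all tested compounds plus 3 SD, computed separately for each screening campaign, cut at about 15% in these data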
Target sequence (P62136 whole entry, looked up): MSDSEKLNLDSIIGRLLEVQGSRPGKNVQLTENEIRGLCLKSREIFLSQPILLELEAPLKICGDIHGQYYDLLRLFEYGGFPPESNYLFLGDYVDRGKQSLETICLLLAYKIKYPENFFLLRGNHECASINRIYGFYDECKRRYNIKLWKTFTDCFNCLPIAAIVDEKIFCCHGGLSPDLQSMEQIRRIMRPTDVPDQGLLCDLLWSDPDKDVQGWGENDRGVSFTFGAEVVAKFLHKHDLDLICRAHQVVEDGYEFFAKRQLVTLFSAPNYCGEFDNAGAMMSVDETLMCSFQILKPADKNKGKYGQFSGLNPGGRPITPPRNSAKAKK
CTSL1 counter: counter-screen for PFM18AAP inhibitors: inhibitors of F. hepatica cathepsin L1; hit rate 0.49% among 300,000; recombinant F. hepatica cathepsin L1, Z-Leu-Arg-MCA fluorescence; inhibition, % at 5.96 µM; AID 1906;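 active = inhibition above the mean of all tested compounds plus 3 SD, set per screening campaign, cut at about 17% in these data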;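 also: 0% = plate median of test compound wells and 100% = 1 µM Z-Phe-Ala-diazomethylketone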
EBNA-1 inh: blocks EBNA-1 binding to DNA. hit rate 0.34% among 300,000. EBNA-1 DNA binding, fluorescence polarization. AID 1950. inhibition, % at 14.8 µM; in the data active = inhibition above about 28%
TPT1 inh: inhibitors of Candida albicans tRNA 2'-phosphotransferase TPT1. recombinant caTPT1, FP RNA substrate dephosphorylation. inhibition, % at 5 µM. hit rate 0.81% among 300,000. AID 1962;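 active = inhibition above the mean of all tested compounds plus 3 SD, set per screening campaign, cut at about 24% in these data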;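 also: plate controls were DMSO alone for no effect and ferristatin control at 100 nM for full effect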
PREPL inhibitor: inhibits the human prolyl oligopeptidase-like enzyme; Q4J6C6; recombinant PREPL, fluorescence polarization activity-based probe; inhibition, % at 5.96 µM; hit rate 0.68% among 320,000; in the data active = inhibition above about 43%;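 also: 0% = enzyme with DMSO and 100% = wells lacking enzyme; many of its hits are not listed in these tables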
Active calls of the source: *. A portion of the library (hit frequency here may not be typical).

SMILES	ZTA DNA inh	PP5 primary	HCV core dimer	Efflux pump mplx	PP1 counter	CTSL1 counter	EBNA-1 inh	TPT1 inh	PREPL inhibitor
CC(C)(C)NC(=O)C(=O)NC(=O)c1c(F)cccc1Cl	13	-0.6	2	0.1	-4	0	-2	0	-8
Cc1ccc(NC(=O)Nc2ccc3c(c2)nc(C)n3C)cc1	-3	1.5	-10	-1.2	1	1	6	-4	8
CC(C(=O)O)N1C(=O)/C(=C/c2cccn2C)SC1=S (centres undefined)	1	-0.8	-2	-0.2	0	9	4	96*	4
Cc1ccc2nc(C)c(C)nc2c1N	-2	-0.5	-7	-0.1	-2	-3	-9	-6	9
CC(=O)OCCn1c(=O)c2cc3c(=O)n(CCOC(C)=O)c(=O)c3cc2c1=O	5	-2.8	-1	0.1	-3	-2	-15	2	7
COc1ccc(CCN(Cc2cccs2)S(=O)(=O)c2ccc(S(=O)(=O)N3CCCCCC3)cc2)cc1OC	1	-0.4	-3	0.1	-3	1	-7	1	16
CC1CCC2(CC1)N=C(N)Nc1nc3ccccc3n12 (centres undefined)	7	-0.9	2	-0.2	-3	1	14	-2	5
O=C(NC(=S)Nc1ccc(CN2CCCCC2)cc1)c1cccc(OCc2ccccc2)c1	-3	0.9	-2	0.1	3	5	6	3	-27
CCOc1ccccc1NC(=O)COC(=O)Cc1cccs1	-10	-0.5	-4	0.0	-1	-11	1	-5	13
Cc1ccc(S(=O)(=O)N2CCC(C(=O)NC3CC(C)(C)NC(C)(C)C3)CC2)cc1C	-1	-3.1	-9	-0.2	-6	0	9	-3	13
O=C(CCCN1C(=O)c2ccccc2C1=O)Nc1c(C(=O)C2CC2)oc2ccccc12	-10	3.3	-3	0.1	-2	0	4	4	13
O=[N+]([O-])c1ccc(S(=O)(=O)N2CCN(c3ccnc4cc(Cl)ccc34)CC2)cc1	2	2.7	28	-0.1	17*	1	7	-2	-8
Cc1ccc(-c2csc(NC(=O)c3cccc(C)c3)c2C(=O)O)cc1	-8	-1.3	11	-0.1	2	-2	7	-1	6
O=C(O)CCCc1ccc2c(c1)CCc1ccccc1-2	7	2.0	3	-0.1	1	0	0	0	0
CCC1=C([N+](=O)[O-])C(c2ccc3c(c2)OCO3)NC(=O)N1 (centres undefined)	5	1.6	-7	0.2	-1	-4	2	2	-3
CCOC(=O)c1c(C)[nH]c(C)c1C(=O)CSc1nc(N)cc(=O)[nH]1	-5	2.5	3	0.0	-1	-1	-4	1	3
CC(C(=O)O/N=C(\N)c1cccnc1)c1ccc([N+](=O)[O-])cc1 (centres undefined)	-21	0.8	-3	0.0	0	2	-3	-3	7
CCn1c(/C=N/c2nc3ccccc3n2C)nc2ccccc21	18	1.3	3	-0.2	-10	-4	-6	1	12
CCC(CC)C(=O)c1c[nH]c(C(=O)NCc2ccccn2)c1	-8	0.6	-6	-0.6	-6	-2	1	-2	9
Cc1cc(C(F)F)n2nc(C(=O)Nc3sc4c(c3C#N)CCC(C)C4)nc2n1 (centres undefined)	10	-1.1	4	-0.1	-1	8	4	-4	2
CC1CCCN(CC(O)COCc2ccccc2)C1 (centres undefined)	-15	0.6	-2	0.3	-5	4	-4	1	7
Cc1ccccc1NC(=O)/C(=C/c1ccccc1)c1ccccc1	17	0.3	7	0.1	-1	1	-4	-1	-4
O=C(NCc1ccccc1Cl)C1CCN(C(=O)c2ccco2)CC1	-32	1.2	0	0.2	6	9	-9	-4	9
CC(=O)Nc1sc(C)c(C)c1C(=O)OC1CCOC1=O (centres undefined)	-18	1.1	-4	0.1	-3	-6	4	-8	-5
COc1ccc(Br)cc1CNC(=O)C1CCC(=O)N1C(C)C (centres undefined)	2	-0.8	-3	0.1	0	-5	0	-3	-1
Nc1nc(CN2CCN(c3ccccc3)CC2)nc(N2CCCc3ccccc32)n1	2	1.7	3	0.0	4	3	11	0	8
Cc1cccc(NC(=O)c2ccc(C(=O)Nc3cccc(C)c3)nc2)c1	1	2.0	5	0.0	0	0	6	-3	5
Cc1cc(=O)c(C(=O)O)nn1-c1ccccc1C(F)(F)F	4	0.5	-9	0.0	1	-3	3	-1	-9
Cc1ccc(NC(=O)CCc2nnc3ccc(N4CCOCC4)nn23)cc1C	-5	2.4	1	0.0	0	1	3	-3	12
CCS(=O)(=O)N1CCC(C(=O)NC2CCCCC2)CC1	4	0.7	-8	-0.1	-3	-6	-17	2	-1
CCOC(=O)c1c(N)sc(C(=O)N2CCOCC2)c1C	23	-0.3	-1	-0.1	2	-1	4	1	6
CCCCNC(=O)[C@@H]1CC=C[C@@H]2CCN(C3CC3)C(=O)[C@@H]21	-3	1.0	-15	-0.3	-1	1	-4	-1	12
CCCCN1CNC(=S)N(CCc2ccc(OCC)c(OCC)c2)C1	3	0.4	-5	0.0	0	1	-2	-10	21
CCOc1ccc(CC(=O)N/N=C/c2cccnc2)cc1	-3	-0.4	-2	0.3	2	-3	-9	0	4
CCc1ccc(/C=C2\SC(N3CCCC3)=NC2=O)cc1	6	1.9	0	0.0	2	2	2	3	15
Cc1nc([N+](=O)[O-])cn1-c1nc2ccccn2c1[N+](=O)[O-]	17	-3.2	4	0.0	-1	1	0	2	-3
CC(C)(Cc1ccc(O)cc1)NC(=O)CC(=O)N/N=C/c1ccc([N+](=O)[O-])cc1	19	0.4	1	0.0	-2	0	3	-5	-5
Cc1ccc(Cn2nnnc2CN2CCC(NC(=O)c3ccc(Br)cc3)CC2)cc1	13	0.6	10	0.1	0	2	1	-3	7
CC(=O)NN1C(=O)/C(=C\c2ccc(Cl)cc2)SC1=S	5	2.3	3	0.7	2	-5	-10	-1	10
O=C(CN1CCOCCOCCOCCOCC1)Nc1ccccc1	-17	2.7	-16	0.0	1	3	-10	0	10
CCOc1ccc(S(=O)(=O)Nc2cccc(C(=O)N(C)Cc3cccc(OC)c3OC)c2)cc1	-9	3.8	5	0.0	-3	0	5	-3	9
Cc1ccccc1Oc1ccc(NC(=O)C2CC=CCC2C(=O)O)cc1 (centres undefined)	-5	1.3	2	2.7	3	2	7	-2	0
COc1ccc(-c2nc(CN3CCN(Cc4cccc(F)c4)CC3)c(C)o2)cc1	23	1.1	11	0.0	4	0	0	-3	-6
COc1ccc(-c2csc3nc[nH]c(=O)c23)cc1	-1	2.8	-3	0.0	-3	-1	9	-6	-4
Cc1cccc(N(C(=O)CCC(=O)Nc2ccccn2)C(C(=O)NC(C)C)c2ccc(F)cc2)c1 (centres undefined)	-2	1.8	0	-0.1	6	4	-18	-1	9
COc1ccc(Oc2nc3ccccc3nc2C(F)(F)F)cc1	3	3.2	-5	-0.1	1	-1	7	-4	4
CC(NC(=O)Cc1ccc(-c2ccccc2)cc1)c1ccccc1 (centres undefined)	1	2.3	0	0.0	4	0	-6	9	2
O=C(Nc1ccc(F)cc1)N1CCN(c2ncccn2)CC1	-8	3.9	-11	0.2	-3	1	-3	2	4

Ordered by count of non-hydrogen atoms (highest first): 6 of the compounds above
SMILES	ZTA DNA inh	PP5 primary	HCV core dimer	Efflux pump mplx	PP1 counter	CTSL1 counter	EBNA-1 inh	TPT1 inh	PREPL inhibitor
O=C(NC(=S)Nc1ccc(CN2CCCCC2)cc1)c1cccc(OCc2ccccc2)c1	-3	0.9	-2	0.1	3	5	6	3	-27
CC(C)(Cc1ccc(O)cc1)NC(=O)CC(=O)N/N=C/c1ccc([N+](=O)[O-])cc1	19	0.4	1	0.0	-2	0	3	-5	-5
Cc1cc(C(F)F)n2nc(C(=O)Nc3sc4c(c3C#N)CCC(C)C4)nc2n1 (centres undefined)	10	-1.1	4	-0.1	-1	8	4	-4	2
Cc1ccccc1Oc1ccc(NC(=O)C2CC=CCC2C(=O)O)cc1 (centres undefined)	-5	1.3	2	2.7	3	2	7	-2	0
CCC1=C([N+](=O)[O-])C(c2ccc3c(c2)OCO3)NC(=O)N1 (centres undefined)	5	1.6	-7	0.2	-1	-4	2	2	-3
CCc1ccc(/C=C2\SC(N3CCCC3)=NC2=O)cc1	6	1.9	0	0.0	2	2	2	3	15

(listing goes on)
SMILES	ZTA DNA inh	PP5 primary	HCV core dimer	Efflux pump mplx	PP1 counter	CTSL1 counter	EBNA-1 inh	TPT1 inh	PREPL inhibitor
CCOC(=O)Cc1cc(=O)c2c(=O)n(-c3ccccc3)[nH]c2[nH]1	-6	0.3	-8	0.2	1	1	-7	-2	3
CN(C)c1ccnc(NCc2ccccc2)c1C#N	3	-0.9	0	0.0	0	-2	-5	0	-9
O=C(Nc1ccc(Nc2ccccc2)cc1)c1ccc(Br)o1	8	4.6	-12	0.1	0	8	-6	1	22
O=C(NCC1CCN(c2ccc(S(=O)(=O)N3CCOCC3)cc2)CC1)Nc1ccccc1	-3	1.6	-1	-0.2	-1	-1	-24	1	9
CCOn1c(=O)c(-c2ccc(OC)cc2)[n+]([O-])c2ccccc21	-9	0.3	0	0.1	-2	2	0	4	-12
C[C@@H](C(=O)NCC1CC1)[C@H]1C[C@]1(C)[C@H](NC(=O)OCc1ccccc1)c1ccccc1	0	-0.8	-3	0.2	-2	3	-4	-2	-11
N#Cc1c(-c2ccco2)cc(C2CC2)nc1SCC(=O)c1ccccc1	10	2.3	4	0.1	3	-1	11	3	-2
CCN1C(=O)CCC(C(=O)O)C1c1ccc(OC)cc1 (centres undefined)	7	1.3	-2	0.3	-1	0	-2	6	4
CN(C)c1nc(C#N)nc(N2CCOCC2)n1	10	0.3	1	0.1	-5	53*	3	-3	-7
C[C@@H](O)Cc1cn(CC(=O)NCCCCCCCCCCC(=O)N2CCNCC2)nn1	12	1.0	-5	-0.1	1	2	11	-5	-3
O=C(OCC(=O)N1CCOCC1)c1ccccc1SCC(=O)N1CCCC1	-10	-0.6	-5	0.0	1	-1	-4	1	0
COc1cc(S(=O)(=O)N(Cc2cccs2)CC2CCCO2)ccc1-n1cnnn1 (centres undefined)	-19	-0.4	-3	-0.1	1	-4	-15	0	-13
COc1cc(CN2CCN(C(C)C)C(CCO)C2)ccc1OCc1ccccc1 (centres undefined)	4	-0.8	-1	-0.1	1	3	5	-3	14
COc1ccc(NC(=O)CC2C(=O)N(c3cccc(C)c3)C(=O)N2C2CCCCC2)cc1 (centres undefined)	3	2.8	-2	0.0	-1	-3	-18	1	3
COc1ccc(CN2CCC(n3nccc3NC(=O)C3CCCC3)CC2)c(OC)c1	8	4.7	-24	0.1	-4	0	-13	-2	16
C=CCn1cnc2c(NCc3ccccc3)ncnc21	1	2.1	3	0.0	-4	1	-5	-2	6
NC(=O)NC(=O)COC(=O)c1ccccc1Oc1ccccc1	-2	-2.7	-5	-0.2	3	10	-9	3	-12
CCCNC(=O)NCCc1c(C)[nH]c2ccccc12	-5	1.6	-2	-0.2	-1	-4	0	-4	-8
CCOC(=O)N1CCN(Cc2nc3ccc([N+](=O)[O-])cc3c(=O)n2-c2cccc(OC)c2)CC1	-10	0.4	1	-0.1	5	-1	-5	-1	10
COc1ccccc1-c1nc2ccccc2c(=O)n1NC(=O)c1cccs1	3	-3.3	-3	0.5	-7	-7	-4	0	10
CSC1=N/C(=C\c2ccc3c(c2)OCO3)C(=O)S1	5	0.6	0	0.0	-1	3	3	-5	7
CCSc1nc(N)c2c(C)c(C)sc2n1	5	-1.7	-15	0.0	-3	-2	-6	2	0
COc1ccc(S(=O)(=O)N2CCC(C(=O)N[C@@H](C)C(=O)NCc3ccc(F)cc3)CC2)cc1	11	1.2	-5	0.0	-3	1	-11	0	14
O=C(NCC(=O)N1CCN(S(=O)(=O)c2ccccc2F)CC1)c1ccc2ccccc2c1	-10	-0.9	-6	-0.1	-4	-3	7	-2	18
CCCCc1ccc(S(=O)(=O)NNC(=S)NCc2ccco2)cc1	-17	3.4	-1	0.0	-3	0	19	-1	16
